# High-throughput results from PubChem BioAssay.
# C2C12 statin: suppressors of statin myotoxicity in C2C12 myotubes, primary screen, cell-based, single point, plate reader. C2C12 myotubes + simvastatin, ATP luminescence, 48 h; scaled: DMSO 0, geranylgeraniol control 100. rescue of ATP level, % at 7.49 µM. 330,000 tested, 0.78% active. AID 602340, 2012;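 active = mean ATP rescue above about 67%, or every replicate alone reaching that limit, limit read from the data, passing the limit was not always enough; inconclusive = no clear call, values can overlap the other calls; inactive = mean under the limit and some replicate under it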;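 note: myotubes were challenged with 10 µM simvastatin during compound exposure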
# S100A4 inh HTS: inhibitors of S100A4-myosin IIA peptide binding, primary screen, biochemical, fluorescence polarization, TAMRA-MyoIIA peptide; inhibition, % at 10.7 µM; 360,000 tested, 0.14% active; Protein S100-A4 (Homo sapiens), P26447;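 active = mean inhibition of at least 70% across replicates, with every replicate also reaching that level; inconclusive = mean inhibition reaches 70% but some replicates fall short; inactive = mean inhibition below 70%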
# Target sequence (P26447 whole entry, looked up): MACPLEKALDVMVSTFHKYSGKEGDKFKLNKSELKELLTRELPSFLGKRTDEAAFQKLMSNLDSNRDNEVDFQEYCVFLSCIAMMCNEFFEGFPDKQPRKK
#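 Assay system: human S100A4 monomer with TAMRA-labelled myosin IIA peptide / Buffer or medium: Calcium-containing HEPES buffer, pH 7.2 / Reagent: TAMRA-labelled myosin IIA heavy-chain peptide probe, 5 nM / Compound: one dose per compound / Timing: polarization read 5 min after assay mix addition, stable 5–60 min / Benchmarks: neutral control DMSO, positive control TFP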
# PglD inh: C. jejuni PglD acetyltransferase inhibitors, primary screen, biochemical, DTNB colorimetric, single point. UDP-N-acetylbacillosamine N-acetyltransferase PglD (Campylobacter jejuni). purified PglD enzyme, DTNB colorimetric CoA detection. inhibition, % at 12.5 µM. 360,000 tested, 0.098% active. AID 602405, 2012; in the data active = inhibition above about 16%, passing the limit was not always enough; inconclusive = no clear call, values can overlap the other calls; note: strong numbers were not always called active
# SIRT5 inh: SIRT5 desuccinylase inhibitors, primary screen, biochemical, fluorescence imaging, single point, set 5; NAD-dependent protein deacylase sirtuin-5, mitochondrial (Homo sapiens), Q9NXA8; Purified SirT5, succinyl-peptide AMC, trypsin-coupled fluorescence; inhibition, % at 15 µM; 330,000 tested, 1.1% active; in the data active = inhibition above about 15%; inconclusive = no clear call, values can overlap the other calls
# Target sequence (Q9NXA8 whole entry, looked up): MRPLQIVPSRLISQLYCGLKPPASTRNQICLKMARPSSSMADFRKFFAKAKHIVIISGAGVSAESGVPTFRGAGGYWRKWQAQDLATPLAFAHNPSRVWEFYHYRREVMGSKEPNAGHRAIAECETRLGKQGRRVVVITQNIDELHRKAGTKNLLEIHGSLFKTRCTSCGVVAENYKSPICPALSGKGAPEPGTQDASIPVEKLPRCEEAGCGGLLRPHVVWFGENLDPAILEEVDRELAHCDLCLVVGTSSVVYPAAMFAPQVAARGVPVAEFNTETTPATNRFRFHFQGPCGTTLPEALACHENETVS
# ERp5 block: inhibitors of ERp5-driven insulin aggregation, primary screen, biochemical, turbidity, absorbance 650 nm, single point; Protein disulfide-isomerase A6 (Homo sapiens), Q15084; 90 min; inhibition, % at 9.99 µM; 350,000 tested, 0.05% active;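 active = mean replicate inhibition above about 25%, with every replicate also reaching it, limit read from the data, passing the limit was not always enough; inconclusive = only one of those two criteria met; inactive = neither criterion met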
# Target sequence (Q15084 whole entry, looked up): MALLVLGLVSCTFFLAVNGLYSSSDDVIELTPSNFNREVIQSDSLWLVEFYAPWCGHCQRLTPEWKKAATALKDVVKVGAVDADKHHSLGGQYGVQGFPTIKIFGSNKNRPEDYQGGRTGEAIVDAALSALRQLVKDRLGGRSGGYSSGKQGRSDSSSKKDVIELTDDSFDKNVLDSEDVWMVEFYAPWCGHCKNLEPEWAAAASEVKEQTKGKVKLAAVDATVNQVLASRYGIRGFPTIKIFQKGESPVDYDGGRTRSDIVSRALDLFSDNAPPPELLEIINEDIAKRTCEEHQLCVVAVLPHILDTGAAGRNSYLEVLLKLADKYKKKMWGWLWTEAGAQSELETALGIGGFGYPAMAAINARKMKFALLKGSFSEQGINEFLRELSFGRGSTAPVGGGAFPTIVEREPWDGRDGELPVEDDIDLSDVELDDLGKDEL
# E-selectin induc: E-selectin induction in HUVECs, primary screen, imaging, HUVEC, immunofluorescence imaging, single point | activation, % at 7.58 µM | AID 686992, 2013 | P16581 | 260,000 tested, 0.37% active | normalized: neutral wells 0, TNF-alpha wells 100;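 active = mean E-selectin-positive cell signal at least 10% of the positive control, reached in at least 60% of replicates, without over 20% cell loss; inconclusive = no rule given, readout overlaps actives, possibly toxicity-flagged; inactive = the rest, including those meeting only one limit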;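 note: in these data hits start at about 27%; measured in HUVEC primary endothelial cells; signal is the percent of cells scored E-selectin positive by PE staining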
#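 Test system: HUVEC | Signal: Immunofluorescence imaging | Read-out: Percent E-selectin-positive cells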
# DENV2 CPE rescue: inhibitors of DENV2 cytopathic effect, primary screen, cell-based, plate reader, single concentration; 350,000 tested, 1.7% active; DENV2-infected cells, cytopathic effect rescue; AID 651640, 2012; CPE inhibition, % at 9.99 µM; in the data active = CPE inhibition above about 20%, passing the limit was not always enough; inconclusive = no clear call, values can overlap the other calls; tested in BHK-21 cells;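 note: 0% = median of neutral control wells and 100% = median of positive control wells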
# Numbers without * were called inactive; ? = inconclusive; / = not tested or not shown. The list is partial; the hit share may differ from the screen's.
SMILES,C2C12 statin,S100A4 inh HTS,PglD inh,SIRT5 inh,ERp5 block,E-selectin induc,DENV2 CPE rescue
C[C@H]1CN([C@@H](C)CO)C(=O)c2cccc(NS(=O)(=O)c3ccc(F)cc3)c2O[C@H]1CN(C)C,-3,11,-2,-10,-4,-0.1,-1
COc1cccc(N2CCN(C(=O)c3ccc(CS(=O)Cc4ccc(Cl)cc4)o3)CC2)c1 (centres undefined),-13,-6,-4,0,0,/,-3
O=C1CC(NS(=O)(=O)c2cccnc2)CN1c1cccc(F)c1 (centres undefined),5,-1,/,0,-1,-1.2,-3
Cc1ccc(S(=O)(=O)Nc2ccc(NC(=O)c3ccc(F)cc3)cc2)cc1,/,0,/,-1,-1,3.1,-5
O=C(Cn1c(C(=O)NCC2CCCO2)cc2sccc21)c1ccccc1 (centres undefined),9,0,-2,3,3,/,-1
COCc1ccc(CN2CCC(Oc3ccc(C(=O)NCc4ccccn4)cc3)CC2)o1,-1,-2,6,2,2,-0.2,3
CCN(CC)CCn1c2c(c(SCC(=O)Nc3ccc(C)c(F)c3)nc1=O)CCCC2,/,-7,/,0,6,-1.6,3
CCCC#Cc1cnc2c(c1)C(=O)N([C@H](C)CO)C[C@H](C)[C@@H](CN(C)C(=O)c1ccc(F)cc1)O2,15,-2,0,-1,-2,1.1,10
O=C(CCC1CC(=O)Nc2ccccc21)NCc1ccccc1 (centres undefined),11,2,1,-2,-3,/,0
CC(C)CN(C(=O)C(c1ccccc1)c1ccccc1)c1c(N)n(CC(C)C)c(=O)[nH]c1=O,15,-1,3,-1,8,2.0,-2
COc1ccc(Cc2c(-c3cccc(Br)c3)nc3c(C)cc(Br)cn23)c(C)c1,-7,-9,-5,-2,2,/,-17
CC(C)NC(=O)N(C)C[C@H]1Oc2cc(-c3cncnc3)ccc2S(=O)(=O)N([C@@H](C)CO)C[C@@H]1C,6,6,-1,0,-2,0.0,7
O=C(COC(=O)[C@@H]1CC(O)CN1S(=O)(=O)c1ccc(Cl)cc1)NC(=O)NCc1ccccc1 (some centres undefined),1,-4,-1,0,-1,5.4,-3
CSc1ccc(NC(=O)C2(C)CCN2C(=O)C2(c3ccccc3)CC2)cc1 (centres undefined),13,-26,-2,/,-5,-0.3,-7
Cc1cccc(N2C(=O)C3C4C=CC(C5CC45)C3C2=O)n1 (centres undefined),/,9,/,-4,1,-0.3,-4
COc1ccc(CNC(=O)CCCSc2ccccc2)cc1,2,-5,-1,-7,-4,-0.2,-6
COc1cccc(C(CNC(=O)c2ccc(Cl)c(S(=O)(=O)N3CCCC3)c2)N(C)C)c1 (centres undefined),2,-5,-8,-1,4,-0.6,-7
COc1ccc(C(=O)NCC2(N3CCCCC3)CCCCC2)cc1S(=O)(=O)N(C)C,-4,-4,1,-3,-5,2.4,?
COc1cccc(S(=O)(=O)N2CCCCN3[C@H](CO)[C@H](c4ccc(C#CC5CC5)cc4)[C@@H]3C2)c1,-7,/,9,/,/,-0.6,/
COc1ccc(S(=O)(=O)Nc2ccc3c(c2)CC(=O)N([C@@H](C)CO)C[C@@H](C)[C@H](CN(C)S(=O)(=O)c2cn(C)cn2)O3)cc1,5,-2,0,-1,-4,0.2,7

# An excerpt from above, reduced to C2C12 statin:
Molecule | C2C12 statin
CCCC#Cc1cnc2c(c1)C(=O)N([C@H](C)CO)C[C@H](C)[C@@H](CN(C)C(=O)c1ccc(F)cc1)O2 | 15
O=C(CCC1CC(=O)Nc2ccccc21)NCc1ccccc1 (centres undefined) | 11
CC(C)CN(C(=O)C(c1ccccc1)c1ccccc1)c1c(N)n(CC(C)C)c(=O)[nH]c1=O | 15
COc1ccc(Cc2c(-c3cccc(Br)c3)nc3c(C)cc(Br)cn23)c(C)c1 | -7
CC(C)NC(=O)N(C)C[C@H]1Oc2cc(-c3cncnc3)ccc2S(=O)(=O)N([C@@H](C)CO)C[C@@H]1C | 6
O=C(COC(=O)[C@@H]1CC(O)CN1S(=O)(=O)c1ccc(Cl)cc1)NC(=O)NCc1ccccc1 (some centres undefined) | 1
CSc1ccc(NC(=O)C2(C)CCN2C(=O)C2(c3ccccc3)CC2)cc1 (centres undefined) | 13

# Additional entries:
SMILES,C2C12 statin,S100A4 inh HTS,PglD inh,SIRT5 inh,ERp5 block,E-selectin induc,DENV2 CPE rescue
O=[N+]([O-])c1nccn1CC(O)CCN1CCOCC1 (centres undefined),/,-1,/,/,-3,-0.3,/
C=CC[C@@H](CC(=O)N(CCO)Cc1ccccc1)C(=O)N[C@@H](COC(=O)[C@@H](CC=C)Cc1ccc(F)cc1)Cc1ccccc1,5,-1,11,-2,-1,0.1,-11
CCCC#Cc1cnc2c(c1)C(=O)N([C@@H](C)CO)C[C@@H](C)[C@H](CN(C)C(=O)Nc1ccccc1OC)O2,19,10,2,4,13,0.1,-7
Cc1ccccc1C1=NC(C(F)(F)F)(C(F)(F)F)c2c(n(C)c(=O)n(C)c2=O)N1,/,-2,-9,-1,-1,-2.3,1
COCCCNC(=O)c1ccc(Cn2c(=O)c3ccccc3n(CC(=O)NCCc3ccc(OC)c(OC)c3)c2=O)cc1,-9,-2,0,-8,-4,-0.2,3
COc1ccc(NC(=O)C2=C(C)NC(=O)NC2c2ccccc2[N+](=O)[O-])cc1 (centres undefined),10,-1,-1,-1,-9,3.0,/
CC(/C=N/NC(=O)Cn1nnc(N)n1)=C\c1ccc(C(C)C)cc1,0,1,7,-1,0,9.4,3
CN(c1ccccc1)S(=O)(=O)c1ccc(C(=O)Nc2nccs2)cc1,21,-8,1,-3,2,-1.5,15
C[C@@H](NC(=O)[C@@H]1[C@@H](CO)[C@@H]2Cn3c(ccc(-c4cccc(F)c4)c3=O)[C@@H]2N1C)c1ccccc1,/,1,/,-1,-1,-0.1,1
COCC(=O)N1CC2(C1)[C@@H](c1ccccc1)[C@@H](CO)N2C(=O)c1ccncc1,/,70,/,2,-1,0.0,30*
CCc1ncc(C)[nH]1,/,-2,/,7,-1,0.2,1
CC(C)NC(=O)N(C)C[C@@H]1Oc2ccc(N(C)C)cc2CC(=O)N([C@@H](C)CO)C[C@@H]1C,-5,8,11,-4,-6,/,-4
COC(=O)[C@@]1(Cc2ccc(F)cc2)[C@H]2c3cc(C(=O)N(C)C)n(Cc4ccc(C)c(F)c4F)c3C[C@H]2CN1C(=O)c1ccccc1,/,-8,/,/,0,-0.1,0
CCC1CCCCN1C(=O)COC(=O)CN(C)S(=O)(=O)c1ccc(NC(C)=O)cc1 (centres undefined),/,0,/,2,4,-0.1,?
CON=C(C(=O)NC1C(=O)N2C(C(=O)O)=C(CSc3nc(=O)c(=O)[nH]n3C)CSC12)c1csc(N)n1 (centres undefined),12,-4,-2,7,-3,-2.5,7
Cn1nc(C(=O)OCC(=O)NCCc2ccccc2)c2ccccc2c1=O,/,-7,-2,-5,-6,-0.1,-1
O=c1c(Cc2ccc(Cl)cc2Cl)c(O)ccn1CCCN1CCOCC1,/,-3,/,-1,0,0.2,1
O=C(C[C@@H]1C[C@@H]2c3cc(NC(=O)Nc4ccccc4F)ccc3O[C@@H]2[C@H](CO)O1)NCc1cc(F)ccc1F,-3,-7,8,-4,-1,0.1,1
C[C@@H]1CN([C@@H](C)CO)C(=O)c2cc(C#CCN(C)C)cnc2O[C@@H]1CN(C)C(=O)CCN1CCCCC1,15,2,-3,-4,-4,0.0,-3
CCCCc1nc2cc(C(=O)NC(C)c3cnn(C)c3)ccc2o1 (centres undefined),3,3,3,0,-9,/,-5
c1ccc(C2CC3CC(c4ccccc4)N2O3)cc1 (centres undefined),-7,1,1,0,9,/,?
COc1cccc(C(=O)N2CCN(Cc3cn[nH]c3-c3ccc(F)cc3F)CC2)c1,/,1,/,-5,1,0.0,5
C[C@@H]1CN([C@@H](C)CO)C(=O)Cc2cc(NC(=O)Nc3ccc(C(F)(F)F)cc3)ccc2O[C@@H]1CN(C)Cc1ccc(C(=O)O)cc1,1,-1,2,3,-2,/,16
CNC(=O)c1cc2cc(OC)ccc2oc1=O,-25,-3,3,8,-2,/,-1
O=C(C[C@H]1CC[C@@H]2[C@H](COC[C@@H](O)CN2C(=O)Nc2ccc(F)cc2)O1)NCCc1ccncc1,-4,9,4,-4,4,0.0,-12
Cc1cccc(NC(=O)c2ccc(NCCO)c([N+](=O)[O-])c2)n1,-2,51,/,-1,13,/,-4
C/C=C/c1cnc2c(c1)C(=O)N([C@@H](C)CO)C[C@H](C)[C@H](CN(C)C(=O)Nc1cccc(OC)c1)O2,-20,-7,3,-5,-2,0.3,-3
O=C(CCN1CCCCC1)N[C@H]1CC[C@@H](CCNS(=O)(=O)c2ccc(Cl)cc2)O[C@@H]1CO,-2,4,1,0,6,-0.2,-1
C[C@@H]1COC(=O)[C@H](Cc2ccc(F)cc2)C/C=C\C[C@@H](CC(=O)N[C@H](CO)Cc2ccccc2)C(=O)N1,9,-3,-3,/,-2,0.0,41*
CN(Cc1ccccc1)C(c1cc2ccccc2o1)c1nnnn1C(C)(C)C (centres undefined),/,-2,/,-5,6,-0.1,?
CCn1c(C)cc(O)cc1=O,/,-1,/,-8,7,/,-3
CN1C(=O)c2cc(NC(=O)c3cccs3)ccc2OC[C@H]2O[C@H](CC(=O)N3CCCCC3)CC[C@@H]21,19,3,2,-1,-2,0.1,9
O=C(c1ccc(-n2cncn2)c([N+](=O)[O-])c1)N1CCN(S(=O)(=O)c2ccccc2Br)CC1,0,5,4,11,4,/,0
O=C(COC(=O)c1cc[n+]([O-])cc1)NCCc1ccc(Cl)cc1Cl,/,-9,/,-4,-2,/,/
COC(=O)c1cn(NC(=O)C2CCCO2)c(=O)c2ccccc12 (centres undefined),4,/,12,/,/,0.9,/
COc1ccc(CN2CCN(CCC(C)C)C(CCO)C2)cc1Cn1cncn1 (centres undefined),/,5,/,3,5,/,13
CN1CCN(c2ncnc3c2ncn3[C@H]2CN(Cc3cccs3)C[C@@H](CO)O2)CC1,19,2,-3,8,1,-0.5,-2
O=C(CCn1c(=O)[nH]c2ccccc2c1=O)NCCSCc1ccccc1,0,-23,1,-2,-7,/,2

# Reformatted with values under each structure: part of the list above
# Each structure is followed by: C2C12 statin, S100A4 inh HTS, PglD inh, SIRT5 inh, ERp5 block, E-selectin induc, DENV2 CPE rescue
> COc1cccc(C(=O)N2CCN(Cc3cn[nH]c3-c3ccc(F)cc3F)CC2)c1
    /, 1, /, -5, 1, 0.0, 5
> C[C@@H]1CN([C@@H](C)CO)C(=O)Cc2cc(NC(=O)Nc3ccc(C(F)(F)F)cc3)ccc2O[C@@H]1CN(C)Cc1ccc(C(=O)O)cc1
    1, -1, 2, 3, -2, /, 16
> CNC(=O)c1cc2cc(OC)ccc2oc1=O
    -25, -3, 3, 8, -2, /, -1
> O=C(C[C@H]1CC[C@@H]2[C@H](COC[C@@H](O)CN2C(=O)Nc2ccc(F)cc2)O1)NCCc1ccncc1
    -4, 9, 4, -4, 4, 0.0, -12
> Cc1cccc(NC(=O)c2ccc(NCCO)c([N+](=O)[O-])c2)n1
    -2, 51, /, -1, 13, /, -4
